Screening results (PubChem BioAssay)
D3 antag – antagonists of human D3 dopamine receptor | max response, negative = inhibition, % | 2.5% of 360,000 active | D3R cells, DiscoveRx beta-arrestin luminescence, antagonist mode; stronger effect = lower value | AID 652054 | P35462; in the data active = max response below about -50%; inconclusive = no clear call, values can overlap the other calls; note: % is set by controls: 0 for no effect and ±100 for the full control effect; mostly tested at two doses, the higher about 12 µM
Target sequence (P35462 whole entry, looked up): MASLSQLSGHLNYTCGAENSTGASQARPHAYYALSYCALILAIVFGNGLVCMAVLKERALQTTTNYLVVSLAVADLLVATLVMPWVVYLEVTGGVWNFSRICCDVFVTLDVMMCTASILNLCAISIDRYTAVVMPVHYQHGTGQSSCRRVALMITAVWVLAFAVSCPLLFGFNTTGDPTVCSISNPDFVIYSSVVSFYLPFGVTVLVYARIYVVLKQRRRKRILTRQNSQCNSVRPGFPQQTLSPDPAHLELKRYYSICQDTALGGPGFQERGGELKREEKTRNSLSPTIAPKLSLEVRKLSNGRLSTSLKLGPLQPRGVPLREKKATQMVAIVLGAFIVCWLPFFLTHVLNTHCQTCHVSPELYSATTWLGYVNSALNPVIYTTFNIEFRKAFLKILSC
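Cells plated overnight at 1500 cells/well, then exposed to library compounds with dopamine controls for 90 minutes at 37 degrees C. DiscoveRx reagent added for 30–60 minutes at room temperature; luminescence read, quantitative HTS format.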
EPAC2 agonist – agonists of human EPAC2 (RAPGEF4); Q8WZA2; EPAC2 activation, biochemical qHTS; response scale: 100% = 6.5 mM cAMP response; Potency, µM (doses to about 154 µM), inactives show at the highest dose activation, actives largely listed as activators; 0.079% of 360,000 active; AID 720711; note: potency is the fitted concentration of half-maximal effect; nearly all actives have a fitted effect of over 50% in size
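Fluorescence exchange assay: 100 nM EPAC2 with 250 nM RAP1B-BODIPY-GDP and 50 uM GDP; compounds tested as a concentration-titration series (qHTS). Loss of Rap1-bound BODIPY-GDP fluorescence read at 480/540 nm; data normalized to 6.5 mM cAMP.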
CCT modulator – modulators of cytosolic chaperonin (CCT/TRiC) activity | 0.3% of 360,000 active | activity change, % (no concentration beside the values), hits read low | purified chaperonin ATPase assay, HTRF ADP detection, 30 min; in the data active = activity change below about -30%; note: % is set by controls: 0 for no effect and ±100 for the full control effect
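We incubate TRiC, 40 or 20 nM final, with library compounds at 76 uM and 10 uM ATP for 30 min at 37 °C. ADP formed is detected with Transcreener HTRF reagents after 30 min at room temperature.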
MmCpn inh – blocks the Methanococcus maripaludis chaperonin Mm-Cpn; 0.031% of 330,000 active; purified Mm-Cpn ATPase, ADP Transcreener TR-FRET; Potency, µM (highest dose often 76.9 µM), inactives show top-dose activity, negative = inhibition, hits mostly inhibitors; note: potency is the fitted concentration of half-maximal effect; % is set by controls: 0 for no effect and ±100 for the full control effect; nearly all actives have a fitted effect of over 80% in size
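Inhibition of chaperonin ATP hydrolysis is measured as reduced ADP production, detected by competitive TR-FRET in which signal falls with ADP. Final enzyme 25 nM and ATP 10 uM, reacted 30 min at 37°C.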
Akt phos inh – blocks phosphorylation of Akt. Neuro2A IGF-stimulated pAkt S473 HTRF, 20 min; stronger effect = lower value. activity change, % for hits at 50 µM. 0.32% of 360,000 active. AID 651550; in the data active = activity change below about -80%; inconclusive = mostly about -51% to -80%; note: % is set by controls: 0 for no effect and ±100 for the full control effect
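Neuro2A cells (4,500/well, DMEM with 0.5% FBS) were treated with compound at a single 50 µM final concentration, stimulated with 6 nM IGF for 20 min at 37 °C, and lysed. Phospho-Akt Ser473 was read by HTRF as 665/615 ratio ×10^4.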
EPAC2 antagonist – EPAC2 (human) antagonism; Q8WZA2; EPAC2 GEF exchange of Rap1B-BODIPY-GDP, fluorescence; Potency, µM (highest dose often 114 µM), inactives show at the top dose activity, negative = inhibition, actives largely listed as inhibitors; 0.18% of 360,000 active; note: potency is the fitted concentration of half-maximal effect; % is set by controls: 0 for no effect and ±100 for the full control effect; nearly all actives have a fitted effect of over 45% in size; many of its hits are not listed in these tables
PTHR1 agonist – activates the human parathyroid hormone receptor PTHR1 | AID 743266 | Potency, µM (titrated, usually from 115 µM), inactives show at the top dose activation, hits mostly activators | HEK293 GP2 PTHR1 cells, GloSensor cAMP luminescence, 1 h | Q03431 | 0.075% of 410,000 active; note: potency is the fitted concentration of half-maximal effect; nearly all actives have a fitted effect of over 55% in size; some results filed as inactive show a strong effect at the top dose; inactives centre near -15; many of its hits are not listed in these tables
Target sequence (Q03431 whole entry, looked up): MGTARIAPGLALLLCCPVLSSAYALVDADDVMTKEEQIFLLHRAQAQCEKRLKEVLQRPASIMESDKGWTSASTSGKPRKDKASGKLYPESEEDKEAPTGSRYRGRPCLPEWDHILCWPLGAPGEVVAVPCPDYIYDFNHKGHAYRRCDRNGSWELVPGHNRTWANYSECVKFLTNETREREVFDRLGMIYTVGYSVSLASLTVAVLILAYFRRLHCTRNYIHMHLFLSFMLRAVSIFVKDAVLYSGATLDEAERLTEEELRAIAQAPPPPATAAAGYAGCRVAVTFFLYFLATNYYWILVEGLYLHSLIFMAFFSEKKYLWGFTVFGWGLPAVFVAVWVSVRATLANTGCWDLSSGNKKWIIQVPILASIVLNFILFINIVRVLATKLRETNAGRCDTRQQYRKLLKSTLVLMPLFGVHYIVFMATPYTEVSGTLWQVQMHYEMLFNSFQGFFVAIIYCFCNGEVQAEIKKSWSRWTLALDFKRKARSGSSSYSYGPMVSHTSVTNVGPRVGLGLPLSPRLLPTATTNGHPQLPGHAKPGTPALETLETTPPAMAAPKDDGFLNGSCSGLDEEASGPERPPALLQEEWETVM
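HEK-293-derived GP2 cells expressing PTHR1 and a GloSensor cAMP reporter, 3,000/well, plated overnight, given luciferin plus IBMX (each 0.5 mM as added) for 1 h at 37 °C, then compound for 1 h at 37 °C. Luminescence was read after 15 min at room temperature.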
D3 ag – D3 dopamine receptor (human) agonism; P35462; D3R DiscoveRx beta-arrestin cells, luminescence, 90 min; max activation, %; 0.58% of 410,000 active; in the data active = max activation above about 30%; note: 0% is about no effect; mostly tested at two doses, the higher about 12 µM
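Agonist-mode cell screen: cells plated at 1500/well and incubated overnight at 37 °C, then exposed to library compounds for 90 min at 37 °C. Detection reagent was added for 30–60 min at room temperature, and luminescence was read.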
* = called active by the depositor; i = inactive; ? = inconclusive; nt = no result given; [ ] = another dose, or the depositor's remark. Unless noted, calls come from the whole dose curve; as a rule, active = well fitted curve in the direction sought with a large enough effect; inconclusive = small, poorly fitted or top-dose-only effect, or another doubt; inactive = no such curve, though single readings can be large; an effect the other way counts as inactive or inconclusive. This is a subset, so the mix of outcomes need not match the whole.

SMILES	D3 antag	EPAC2 agonist	CCT modulator	MmCpn inh	Akt phos inh	EPAC2 antagonist	PTHR1 agonist	D3 ag
Cc1csc(SCC(=O)Nc2cc(S(=O)(=O)N3CCOCC3)ccc2N2CCOCC2)n1	6	3%	1.9	-1%	i	4%	-19%	-11
Cc1cc(C)n(C(=O)c2ccc(S(=O)(=O)N3CCOCC3)cc2)n1	10	0%	-2.7	-10%	i	3%	i	12
CCOc1ccc(NS(=O)(=O)c2ccc(NC(=O)c3ccccc3C(=O)O)cc2)cc1	-20	15%	-1.0	nt	i	1%	-22%	-17
Nc1nc2ccccc2n1/N=C/c1ccc(-c2ccccc2)o1	4	-4%	1.2	-1%	i	-1%	i	3
O=C(Nc1ccc2ccccc2c1)c1ccc(Cl)cc1	-16	5%	-0.5	?	i	2%	-39%[inhibitor]	-2
O=C(Nc1ccccc1)C1CCN(C(=O)c2ccc([N+](=O)[O-])cc2)CC1	14	11%	2.8	-1%	i	-5%	i	0
COc1ccc(CCNC(=O)COC(=O)C2CCCCC2)cc1	-11	-12%	-0.4	1%	i	-2%	i	-2
O=C1CN(C(=O)COC(=O)c2c(F)cccc2Cl)c2ccccc2N1	17	1%	-0.1	-5%	i	-18%	-13%	1
COc1cc(/C=N/NC(=O)c2ccc3c(c2)OCCO3)cc(Br)c1O	4	11%	0.4	-8%	i	-3%	-21%	1
CCOC(CNC(=O)c1cc2c(=O)n(CC)c3ccccc3c2s1)OCC	13	-7%	0.9	0%	i	5%	-66%[inhibitor]	2
CCc1nn(CC(=O)Nc2cc(C)ccc2C)c(=N)s1	0	10%	-2.4	2%	i	6%	i	1
CC1CCc2nc(NC(=O)c3ccc(S(=O)(=O)N4CCCc5ccccc54)cc3)sc2C1 (stereo not given)	?	1%	-1.2	0%	i	8%	i	-27
CCc1cccc(NS(=O)(=O)c2ccc3c(c2)NC(=O)CO3)c1	5	6%	0.2	2%	i	-7%	-15%	5
COc1ccc(OC)c(C2=CC(=O)C[C@H](c3ccc4c(c3)OCO4)C2)c1	-27	20%	-0.8	-12%	i	?	-15%	-7
CN(CC(=O)Nc1ccccc1C(F)(F)F)C(=O)c1cc(-c2cccs2)nn1-c1ccccc1	19	3%	4.0	-11%	i	-2%	-2%	3

Next part, overlapping the part above by five compounds.
SMILES	D3 antag	EPAC2 agonist	CCT modulator	MmCpn inh	Akt phos inh	EPAC2 antagonist	PTHR1 agonist	D3 ag
CCc1nn(CC(=O)Nc2cc(C)ccc2C)c(=N)s1	0	10%	-2.4	2%	i	6%	i	1
CC1CCc2nc(NC(=O)c3ccc(S(=O)(=O)N4CCCc5ccccc54)cc3)sc2C1 (stereo not given)	?	1%	-1.2	0%	i	8%	i	-27
CCc1cccc(NS(=O)(=O)c2ccc3c(c2)NC(=O)CO3)c1	5	6%	0.2	2%	i	-7%	-15%	5
COc1ccc(OC)c(C2=CC(=O)C[C@H](c3ccc4c(c3)OCO4)C2)c1	-27	20%	-0.8	-12%	i	?	-15%	-7
CN(CC(=O)Nc1ccccc1C(F)(F)F)C(=O)c1cc(-c2cccs2)nn1-c1ccccc1	19	3%	4.0	-11%	i	-2%	-2%	3
CC(=O)c1ccc(Nc2nc(N3CCOCC3)nc(N3CCOCC3)n2)cc1	5	4%	1.2	2%	i	5%	i	-1
COC(=O)NNC(=O)c1ccc(C)c(Br)c1	4	6%	-0.9	2%	i	7%	i	3
O=C(CN1C(=O)CCC1=O)Nc1nc(-c2nc3ccccc3s2)cs1	8	1%	1.4	-5%	i	-10%	-37%[inhibitor]	0
COc1cc(N2CCOCC2)ncn1	2	7%	1.3	1%	i	8%	i	1
CC(=O)N(C)c1ccc(NC(=O)N2CCOCC2)cc1	14	9%	1.9	-6%	i	1%	i	-2
COc1ccc(-n2c(-c3ccc(Cl)cc3)n[nH]c2=S)c(OC)c1	16	6%	-0.8	nt	i	-17%	-8%	3
CC(=O)CC(=O)Nc1ncc(C(F)(F)F)cc1Cl	-6	9%	-1.8	0%	i	-1%	-16%	-8
Cc1ccc(NC(=S)Nc2ccc(OC(F)F)c(Cl)c2)cc1Cl	1	10%	-0.2	0%	i	0%	-35%[inhibitor]	2
COc1cc(CN(CC2CCCO2)C(=O)c2cccs2)cc(OC)c1OC (stereo not given)	-6	7%	-0.1	-2%	i	2%	i	1
COc1ccc(-n2nc(C(=O)NCC(=O)NCCCN3CC(C)CC(C)C3)c3ccccc3c2=O)cc1 (stereo not given)	-18	12%	-3.1	-2%	i	4%	i	-5
CCC1Oc2ccc(C)cc2N(CC(=O)NCCCN2CCCCC2C)C1=O (stereo not given)	-13	7%	0.0	0%	i	-5%	-19%	-1
O=C(NCc1ccccn1)c1nc(Cn2cc([N+](=O)[O-])cn2)no1	-6	15%	0.0	1%	i	3%	i	-15
c1cn(CCCNc2ncnc3nc[nH]c23)cn1	8	3%	1.9	1%	i	5%	-16%	1
COc1cccc(NC(=O)COc2c(F)c(F)c(C(F)(F)F)c(F)c2F)c1	0	-12%	1.8	1%	i	-29%	i	8
O=C(O)c1ccccc1C(=O)c1ccc(Sc2ccc(Cl)cc2)c([N+](=O)[O-])c1	0	-4%	-0.5	7%	i	-8%	-24%	2
Cc1ccc(OCCC(=O)OCC(=O)NCCNC(=O)COC(=O)CCOc2ccc(C)cc2)cc1	-61*	4%	0.5	nt	i	-3%	-15%	3
CC(C)(C)NC(=O)CN(C(=O)CS(=O)CC(=O)Nc1ccc(F)cc1)c1ccccc1F (stereo not given)	-4	-4%	1.3	-1%	i	19%	-17%	-4
CCOC(=O)c1c(C)oc2ccc(OS(C)(=O)=O)cc12	15	11%	1.6	4%	i	?	i	-1
O=C(OCC(=O)N1CCN(S(=O)(=O)c2ccc(Cl)cc2)CC1)C1CC1	3	0%	-3.9	0%	i	-3%	-1%	6
COC(=O)c1ccc(-c2nc3ccccc3[nH]2)cc1	?	-1%	-3.6	-15%	i	0%	-40%[inhibitor]	4
Cc1cc(OCCCC(=O)Nc2nnc(C3CC3)s2)ccc1Cl	-15	4%	0.9	2%	i	6%	i	2
CCc1cc2cc(C)cc(C)c2nc1SCC(=O)N1CCN(C(=O)c2ccco2)CC1	36	?	-4.6	0%	i	-15%	-10%	18
CN1c2ccccc2C(=O)/C(=C\Nc2ccc(F)cc2)S1(=O)=O	7	3%	2.2	0%	i	16%	-18%	1
O=C1N=C2SCCN2/C1=C\c1ccccc1Cl	-24	9%	-1.0	1%	i	0%	i	-12
S=C(NCc1ccco1)N1CCN(c2ccc(Cl)cc2)CC1	-12	4%	0.4	1%	i	-26%	-85%[inhibitor]	-4
Cn1nc(SCc2ccccc2)c(=O)[nH]c1=O	23	-2%	0.2	nt	i	3%	-18%	3
CCCc1nnc(NC(=O)C(=O)NCCN(C)C)s1	-16	7%	-8.7	2%	i	0%	i	-6
CN1CCN(C(=S)c2ccc(N(C)C)cc2)CC1	?	-2%	-1.3	1%	i	-3%	i	-54
COc1ccc(NC(=O)N2C3CCCC2CC(NC(=O)C2CC2)C3)cc1 (stereo not given)	3	1%	1.9	0%	i	15%	i	2
COc1ccc(CCNC(=O)CS(=O)Cc2nc(-c3ccccc3Cl)oc2C)cc1OC (stereo not given)	-15	5%	-3.2	1%	nt	4%	i	-7
Cc1ccc(N2C(=O)[C@@H]3[C@H](C2=O)[C@H]2C=CC=NN2[C@@H]3C(=O)Nc2ccccc2)cc1	14	0%	-3.3	-3%	i	-4%	-39%[inhibitor]	12
O=c1cc(-c2ccc(O)cc2)oc2c(C3O[C@H](CO)[C@@H](O)[C@H](O)[C@H]3O)c(O)cc(O)c12 (stereo not given in full)	-19	3%	1.4	0%	i	3%	2%	-16
COc1cccc(/C=N/NC(=O)c2ccc(N3CCCC3=O)cc2)c1	-9	23%	-3.2	1%	i	3%	-20%	8
CCOc1ccccc1OCC(=O)Nc1cccc(S(=O)(=O)N2CCCCCC2)c1	5	14%	-0.9	1%	i	-8%	-3%	-4
CC(OC(=O)c1ccc(Cl)nc1)C(=O)NC1CCCC1 (stereo not given)	5	1%	2.4	0%	i	4%	-22%	-6
O=C(COC(=O)c1n[nH]c2ccccc12)Nc1cccc(S(=O)(=O)N2CCOCC2)c1	9	1%	0.1	-5%	i	2%	-9%	5
COc1ccc(OCC(=O)Nc2cccc(-c3nc4ccccc4o3)c2)cc1	28	-10%	-0.2	-4%	i	3%	i	-4
CCOc1cc(CO)c(Br)cc1OCC(=O)O	-4	6%	1.8	1%	i	11%	-6%[57.5 µM]	0
Clc1ccc(N2CCN(/N=C/c3ccncc3)CC2)cc1	6	-6%	1.8	3%	i	3%	-27%	5
O=C(O)C(Cc1ccccc1)n1c(=S)[nH]c2ccccc2c1=O (stereo not given)	11	-3%	-1.7	-2%	i	-6%	i	4
COc1ccccc1N1CCN(C2CCCN(C(=O)c3cc(C(C)C)on3)C2)CC1 (stereo not given)	-62*	3%	-1.1	nt	i	6%	-19%	-2
CS(=O)(=O)N1CCCC(C(=O)NCCCN2CCc3ccccc3C2)C1 (stereo not given)	?	16%	-1.7	0%	i	-1%	-1%	-30
COCCN(C(=O)c1ccco1)c1nnc(-c2ccc(F)cc2)s1	-15	9%	-2.9	-2%	i	-7%	-20%	4
COc1ccc2cc3cc(C(=O)NCCCN4CCOCC4)oc3nc2c1	?	1%	-0.3	-10%	i	-1%	-8%[57.5 µM]	-13
Cc1ccc(S(=O)(=O)N2CCN(C(=O)c3ccc(N4CCCC4)c([N+](=O)[O-])c3)CC2)cc1	-8	15%	-1.0	1%	i	-3%	i	-8
COCCNC(=S)N/N=C(\C)c1cc2ccccc2o1	-11	0%	0.6	-2%	i	-4%	-12%	-5
CCCCN(C)CCCNC(=O)CS(=O)Cc1nc(-c2ccc(OC)c(OC)c2)oc1C (stereo not given)	-27	6%	0.6	1%	i	14%	i	7
CSCCC(NC(=O)C1CCCC1)c1nnc2ccccn12 (stereo not given)	5	4%	-1.1	1%	i	5%	i	8
CC(=O)c1cccc(NC(=O)c2cc(Cl)sc2Cl)c1	2	17%	0.6	1%	i	10%	-9%	-3
